# APP 5UTR inh = APP translation inhibition. SH-SY5Y APP 5'UTR-luciferase reporter, luminescence. 190,000 tested, 0.82% active. inhibition, % at 2 µM;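 active = inhibition above a set limit, derived from the sample mean plus 3 SD, cut at about 45% in these data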; note: values of inactives mirror those of a sister screen read the other way
# Diaphorase act = diaphorase activation or chemical reduction counter-screen; 190,000 tested, 0.005% active; Diaphorase/resazurin coupled assay, resorufin fluorescence, 16 min; hits give high values; 1 = vehicle wells, 0 = NADH-free wells; AID 1229; activation factor at 20 µM;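 active = diaphorase activity raised at least twofold by the compound at 20 µM; inactive = activation factor below 2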
#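 Assay system: Purified diaphorase enzyme from Clostridium kluyveri | Amount: Enzyme 0.07 U/mL final | Dosing: Compound 20 µM once, DMSO 1% | Timing: 16 min reaction at room temperature | Detection: Fluorescence, excitation 544 nm and emission 590 nm | Evaluation: Higher resorufin formation from activation or reduction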
# STAT3 activator = STAT3 signaling activation. activation (% of control), % at 5.6 µM. U3A cells, IL-6 STAT3-luciferase reporter, luminescence; 100% = signal with IL-6 EC80 alone. 190,000 tested, 0.91% active;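 active = activation above the screen-wide mean of compound activation plus 3 SD, cut at about 130% in these data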;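 note: 0% = background luminescence of wells with medium and substrate only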
#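 Test system: STAT3-luciferase reporter U3A cells; Detection: reporter luminescence signal; Times: 1 h compound pre-exposure, 6 h IL-6 stimulation, 37 °C; Benchmarks: IL-6-only high control; Also added: IL-6 stimulus at 33 ng/mL final.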
# STAT1 blocker = inhibitors of IFN-gamma induced STAT1 signaling; NIH 3T3 STAT1-luciferase reporter, luminescence; inhibition, % at 5.5 µM; 200,000 tested, 0.35% active;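 active = inhibition above a set limit, the mean inhibition across all tested compounds plus 3 SD, cut at about 34% in these data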;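 note: 0% = IFN-gamma with DMSO and 100% = IFN-gamma with 300 µM nifuroxazide; values of inactives mirror those of a sister screen read the other way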
# G6PDH counter = counter-screen for G6PDH assay hits: L. mesenteroides G6PDH inhibition | Purified L. mesenteroides G6PDH, diaphorase/resazurin coupled fluorescence, 45 min | AID 1020 | inhibition, % at 5 µM | 200,000 tested, 0.12% active; in the data active = inhibition above about 50%
# TLR4 MyD88 comp = blocks binding of human TLR4 to MyD88; HeLa CL3-4 TLR4/MyD88 BLA complementation, FRET ratio; O00206+Q99836; AID 861; inhibition, % at 8.4 µM; 200,000 tested, 0.18% active; in the data active = inhibition above about 25%;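 note: 0% = vehicle and 100% = reference inhibitor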
# Target sequence (O00206 whole entry, looked up): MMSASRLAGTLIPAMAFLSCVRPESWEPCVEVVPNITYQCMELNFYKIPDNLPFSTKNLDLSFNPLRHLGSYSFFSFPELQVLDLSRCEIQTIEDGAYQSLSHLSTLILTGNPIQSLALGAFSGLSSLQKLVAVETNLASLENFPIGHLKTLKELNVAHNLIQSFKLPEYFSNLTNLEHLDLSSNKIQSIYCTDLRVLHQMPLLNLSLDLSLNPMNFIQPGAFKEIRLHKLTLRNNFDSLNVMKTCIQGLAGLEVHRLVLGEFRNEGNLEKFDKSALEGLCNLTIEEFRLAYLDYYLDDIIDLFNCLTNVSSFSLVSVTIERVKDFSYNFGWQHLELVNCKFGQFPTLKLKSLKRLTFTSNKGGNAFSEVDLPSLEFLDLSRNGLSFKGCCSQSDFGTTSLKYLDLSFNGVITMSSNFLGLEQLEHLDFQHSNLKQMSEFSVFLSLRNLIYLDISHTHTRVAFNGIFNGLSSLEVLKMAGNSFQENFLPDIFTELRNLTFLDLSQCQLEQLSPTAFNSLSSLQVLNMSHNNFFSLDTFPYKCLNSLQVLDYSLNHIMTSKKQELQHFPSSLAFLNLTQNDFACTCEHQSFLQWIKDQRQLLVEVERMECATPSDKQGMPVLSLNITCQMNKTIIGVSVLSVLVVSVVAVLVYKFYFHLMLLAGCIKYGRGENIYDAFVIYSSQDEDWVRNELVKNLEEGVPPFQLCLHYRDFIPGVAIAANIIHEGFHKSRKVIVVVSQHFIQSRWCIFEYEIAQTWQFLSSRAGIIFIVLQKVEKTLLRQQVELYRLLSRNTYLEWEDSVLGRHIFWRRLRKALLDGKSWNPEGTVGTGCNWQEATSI
# Target sequence (Q99836 whole entry, looked up): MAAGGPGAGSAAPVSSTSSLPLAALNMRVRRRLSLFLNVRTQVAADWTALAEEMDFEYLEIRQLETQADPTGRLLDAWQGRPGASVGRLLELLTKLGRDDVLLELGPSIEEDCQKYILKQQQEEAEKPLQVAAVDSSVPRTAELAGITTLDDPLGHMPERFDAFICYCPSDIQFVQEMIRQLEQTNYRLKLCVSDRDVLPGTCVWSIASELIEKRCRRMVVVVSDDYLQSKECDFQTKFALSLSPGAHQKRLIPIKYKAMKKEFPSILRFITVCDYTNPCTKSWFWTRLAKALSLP
# Diaph inh CS = counter-screen for diaphorase-based assays: diaphorase inhibitors and chemical oxidizers; 190,000 tested, 0.69% active; inhibition, % at 20 µM; diaphorase resazurin-to-resorufin fluorescence, NADH, 16 min; bacterial (C. kluyveri) enzyme, not human; AID 1217;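 active = primary screen inhibition at 20 µM above a set limit, cut at about 50% in these data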;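 note: plate controls were DMSO with full reaction for no effect and wells lacking NADH for full effect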
#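 Assay system: diaphorase enzyme from Clostridium kluyveri; Input: enzyme working solution with 0.14 U/mL diaphorase; Timing: 16 min at room temperature; Technique: resorufin fluorescence, excitation 544 nm, emission 590 nm; Benchmarks: positive control minus NADH, DMSO neutral control.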
# Hsp70 act = switches on Hsp70 transcription; HeLa Hsp70 promoter luciferase reporter, luminescence; scaled: vehicle 0, proteasome-inhibitor control 100%; AID 1203; 200,000 tested, 0.04% active; activation, % at 10 µM;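 active = activation above the mean across all tested compounds plus 3 SD, cutoff set per campaign, cut at about 5.5% in these data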;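 note: 100% = MG132 at 30 µM as the positive control and 0% = DMSO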
# STAT1 act = STAT1 signaling activation; 200,000 tested, 2.6% active; AID 932; NIH 3T3 STAT1-luciferase reporter, IFN-gamma, luminescence; 100% = IFN-gamma alone, no compound; activation (% of control), % at 5.5 µM;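 active = activation above the screen-wide mean activation plus 3 SD, cut at about 130% in these data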;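 note: raw ratio to IFN-gamma control signal so 100% means no change and 0% no light; values of inactives mirror those of a sister screen read the other way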
# STAT3 blocker = STAT3 signaling inhibition; 190,000 tested, 0.89% active; inhibition, % at 5.5 µM; U3A cells, IL-6 STAT3-luciferase reporter, luminescence; host cell line lacks STAT1;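 active = inhibition above the mean inhibition across all screened compounds plus 3 SD, cut at about 44% in these data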;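 note: 0% = DMSO only wells and 100% = 100 µM nifuroxazide control wells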
# * hit, by the source's call; . = not tested or not shown. Outcome played no part in choosing rows, and some 6.1% of all compounds hit somewhere here.
canonical_smiles	APP 5UTR inh	Diaphorase act	STAT3 activator	STAT1 blocker	G6PDH counter	TLR4 MyD88 comp	Diaph inh CS	Hsp70 act	STAT1 act	STAT3 blocker
COc1ccc(CN2CCN(C(=O)c3cc(OC)c(OC)c(OC)c3)CC2)cc1OC	0	0.8	98	-1	1	-3	18	0.7	100	8
Cc1cccc(C(=O)N2CCN(c3ccccn3)CC2)c1	-8	0.9	91	3	18	-4	7	-0.1	97	14
CCC(=O)Nc1ccc(-c2nnc(SCc3ccc(C(=O)Nc4nccs4)cc3)n2CC)cc1	-1	0.9	103	-12	38	1	8	-0.2	111	5
CC(C)(C)NC(=O)C(c1ccccc1)N(Cc1ccco1)C(=O)c1csnn1 (configuration not stated)	-1	0.9	101	-1	-2	-17	15	-0.2	101	9
CCOC(=O)CSc1nc(=O)n2ccccc2n1	43	1	79	0	6	-1	4	0.0	99	27
COc1ccc(CNC(=O)NCc2ccc(OC)c(OC)c2)cc1OC	-2	0.9	99	-5	3	-6	10	-0.1	104	10
COc1ccc(N=CC2=C(O)c3ccccc3C2=O)cc1	-137	0.9	23	15	0	2	14	0.0	96	92*
CCOc1ccc(NC(=O)CSc2nc3ccccc3c(=O)n2Cc2cccs2)cc1	-20	0.9	94	-2	-20	-12	5	-0.6	102	6
O=C(NCc1ccccn1)c1cc2n(n1)C(C(F)(F)F)CC(c1ccco1)N2 (configuration not stated)	16	1.1	105	-4	15	-17	-12	0.0	104	-3
CC(C)CC1=NN(C(=O)c2ccco2)C(O)(C(F)(F)F)C1 (configuration not stated)	-9	0.8	105	-1	6	-15	17	-0.2	99	0
NNC(=O)CN1C(c2ccccc2Br)=Nc2ccc(Br)cc2C1c1ccccc1 (configuration not stated)	-19	0.9	101	-8	8	8	7	-0.1	107	2
CCCOc1ccc(N2C(=O)CC(N(CCc3ccc(OC)cc3)C(=O)c3cccc(F)c3)C2=O)cc1 (configuration not stated)	-1	0.8	107	-2	-20	-2	18	-0.1	99	2
Cc1cccc(C(=O)NC2CC(C)(C)NC(C)(C)C2)c1	-7	0.9	98	-6	0	-6	11	-0.1	105	6
COC(=O)c1ccccc1Sc1c(/C=N/OCc2ccc(Cl)cc2)c(C(F)(F)F)nn1C	-4	1	95	1	4	-4	-2	-0.1	101	6
CN1CCC(=NNC(=O)C(=O)Nc2ccc(F)cc2)CC1	1	0.9	95	-20	1	9	10	0.1	117	12
O=C(O)c1ccccc1C(=O)NNc1ccc(Cl)cc1	-7	1	97	7	2	-6	4	-0.1	94	9
CC(=O)Nc1sc(C)c(C)c1C(=O)Nc1ccc(C)cc1	-4	0.9	77	-1	1	-16	10	-0.4	101	30
COc1ccc(N(CC(=O)N/N=C/c2ccco2)S(=O)(=O)c2ccccc2)cc1	-13	0.9	106	-9	-15	1	14	-0.2	108	-2
CC(c1ccco1)N(C(=O)Nc1ccc(Cl)cc1)c1ccccn1 (configuration not stated)	-1	0.9	94	-6	2	3	10	-0.3	105	14
CC(C)C(=O)N1CCN(c2ccc(NC(=O)c3ccc4c(c3)OCCO4)cc2)CC1	-8	1	91	-3	2	7	-1	-0.1	101	13
COc1ccc(Cc2nc(-c3ccc(Br)o3)no2)cc1OC	-24	0.8	125	-9	8	-10	16	-0.1	108	-26
Cc1ccc(-c2nc3ccccc3c(=O)n2NC(=O)c2cccs2)cc1	9	1	109	3	10	6	-4	-0.2	98	-10
C=CCC1Cc2c(cccc2[N+](=O)[O-])C(CC=C)N1 (configuration not stated)	-29	1.1	101	3	12	-2	-13	-0.1	96	2
COc1ccccc1OCCC(=O)OCC(=O)c1c(N)n(C)c(=O)n(C)c1=O	-10	0.9	99	0	5	-3	10	-0.3	98	5
CCCCOc1ccc(-c2nnn(C(C)C(=O)OCC)n2)cc1 (configuration not stated)	5	0.8	97	-2	15	-6	19	-0.2	102	8
CC(=O)c1c(NC(=O)c2ccccc2)[nH]c(-c2ccccc2)nc1=S	-2	0.3	99	-1	-2	-1	67*	0.1	100	11
CC(C)C(=O)N/N=C/c1ccc(OCc2ccccc2)cc1	-7	0.9	104	4	6	-6	15	0.0	96	6
COC(=O)c1ccc(NC(=O)C(=O)N2CCN(C(=S)Nc3cccc(C)c3C)CC2)cc1	13	0.9	102	4	-13	4	15	-0.1	97	-4
O=C(CCCN1C(=O)c2ccccc2C1=O)Nc1cccc(S(=O)(=O)NC2=NCCC2)c1	1	1	103	1	2	0	4	0.2	97	-2
CC(=O)N=C1SC2CS(=O)(=O)CC2N1c1cccc(Cl)c1Cl (configuration not stated)	-7	0.9	99	-3	2	-13	11	-0.3	103	9
CC(=O)N1c2c(cc(Br)cc2S(=O)(=O)NCc2cccnc2)CC1C (configuration not stated)	-23	1	96	1	1	13	1	-0.3	100	9
COCCNC(=S)Nc1ccc(S(=O)(=O)Nc2cnc3ccccc3n2)cc1	-9	0.8	94	-2	-6	-21	18	-0.5	101	10
CSc1nc2ccsc2c(=O)n1-c1cccnc1	-13	1	108	-8	4	-10	4	-0.3	105	-9
CC(C)Oc1cccc(C(=O)Nc2ccccc2N2CCOCC2)c1	-5	0.8	95	6	2	-8	18	0.1	94	10
CCOC(=O)N1CCC(N(CCN(C)C)C(=S)Nc2ccccc2OC)CC1	11	1.1	108	7	4	5	-11	-0.3	93	3
COc1ccc(OC)c(/C=N/NC(=O)CCCC(=O)Nc2cccc(Br)c2)c1	1	1	108	-1	7	0	4	-0.4	101	1
COc1cccc(NC(=S)NNC(=O)c2c([N+](=O)[O-])c(C)nn2C)c1	-13	0.9	97	-3	2	6	10	0.2	102	8
COc1cc(C2c3c(oc4c(C)cc(C)cc4c3=O)C(=O)N2Cc2cccnc2)ccc1O (configuration not stated)	7	.	103	1	.	8	.	-0.4	99	0
O=C1OC(c2ccc(Cl)cc2)=N/C1=C\C=C\c1ccco1	23	0.8	102	0	4	6	22	-0.2	102	3
COc1cc(/C=N/Nc2ccc(Cl)c(C(=O)O)c2)ccc1OC(=O)c1cccs1	-22	0.7	105	0	-5	-5	28	-0.1	100	-4
c1ccc(Nc2nc3ccccc3n3cnnc23)cc1	28	1	97	-7	7	1	0	-0.2	103	3
S=c1[nH]nc(-c2ccncc2)n1CC1CCCO1 (configuration not stated)	2	0.9	101	6	2	-12	12	0.5	95	5
Cc1cc(C)nc(/N=C(/NC(=O)Nc2cccc(Cl)c2)Nc2ccccc2)n1	1	0.9	89	-5	3	-5	12	-0.4	104	22
Cc1nc2c(C)cccn2c1/C(O)=C1\C(=O)C(=O)N(CCN2CCOCC2)C1c1ccncc1 (configuration not stated)	-3	1	111	-5	3	3	2	-0.4	105	-9
COc1cccc(/C=C/C(=O)c2ccc(NC3=NCCCS3)cc2)c1	-24	0.8	98	12	1	2	18	-0.1	89	10
CCCN1C(=O)/C(=C/c2ccncc2)SC1=S	-8	0.9	108	5	8	12	14	-0.4	96	-5
N#Cc1ccc2c(c1)NC(=O)C1CCCN21 (configuration not stated)	11	0.8	103	-3	2	-6	18	-0.1	103	-2
COC(=O)/C(=C\Nc1ccc(Cl)cc1Cl)NC(=O)c1ccc(Cl)cc1Cl	.	0.9	98	3	4	8	14	0.7	100	2
CC(C)(C)n1nnnc1C(c1cccs1)N1CCN(c2ccccc2)CC1 (configuration not stated)	5	0.8	105	-9	-6	-8	16	-0.3	108	-1
CC(C)Cn1c(N)c(C(=O)COC(=O)c2cccnc2Cl)c(=O)n(C)c1=O	7	0.9	88	9	0	2	6	-0.3	91	19

# (listing goes on)
canonical_smiles	APP 5UTR inh	Diaphorase act	STAT3 activator	STAT1 blocker	G6PDH counter	TLR4 MyD88 comp	Diaph inh CS	Hsp70 act	STAT1 act	STAT3 blocker
Cc1[nH]ncc1N=Cc1ccc([N+](=O)[O-])cc1	17	0.9	110	-4	4	0	10	0.0	103	-7
COc1ccc(/C=N/NC(=O)C(=O)NCC2CCCO2)cc1 (configuration not stated)	0	0.9	104	5	2	8	6	-0.3	96	-1
CCOC(=O)C1(Cc2ccccc2C)CCCN(Cc2cc(OC)c(O)c(OC)c2)C1 (configuration not stated)	-13	0.9	92	9	59*	4	12	0.0	90	12
NS(=O)(=O)c1ccc(N=Nc2c(=O)[nH]n3c(=O)c4c([nH]c23)CCCC4)cc1	1	0.6	96	-1	30	13	45	-0.1	100	6
CCOc1ccc(N(CC)C(=O)c2nn(-c3ccc(OC)cc3)c(=O)c3c2c2ccccc2n3C)cc1	-9	0.9	98	14	1	-10	5	0.0	86	8
CC(=O)c1c(C)[nH]c(C(=O)OCC(=O)Nc2cc(S(=O)(=O)N3CCCCC3)ccc2C)c1C	5	0.9	91	16	-2	10	9	-0.2	86	11
Cc1ccc(N2CCN(S(=O)(=O)c3ccc(F)cc3)CC2)c(C)c1	4	0.9	105	4	3	-7	14	-0.4	97	-1
CCCCC(=O)Nc1cccc(-c2nc3ncccc3o2)c1	-6	0.9	85	-8	0	-6	6	0.1	107	21
Cc1ccc(S(=O)(=O)N(C)Cc2ccc(C(=O)N/N=C3\CC(=O)CC(C)(C)C3)cc2)cc1	18	0.9	108	0	4	-18	5	-0.2	99	-8
CCOC(=O)c1c(C)nc2sc3c(c2c1-c1ccc(OC)cc1)NC(c1ccccc1)NC3=O (configuration not stated)	8	0.9	113	9	12	0	14	-0.2	92	-15
Cc1cc(S(=O)(=O)N2CCCC2C(=O)N2CCOCC2)c(C)cc1Cl (configuration not stated)	7	0.9	104	-5	11	3	6	-0.5	104	2
COc1ccc(C2CCCN2C(=S)Nc2cccc(C)c2)cc1OC (configuration not stated)	22	0.9	101	-1	0	6	10	-0.2	101	5
Cc1ccc(C)c(N2CCN(CC(=O)Nc3ccc4[nH]c(=O)[nH]c4c3)CC2)c1	-2	1	97	-7	3	0	3	-0.4	107	4
CC(C)Cn1cc(C(=O)N2CCN(c3ccccn3)CC2)c2c3ccccc3n(C)c2c1=O	-29	0.8	90	0	-2	-8	22	-0.3	100	17

# As entered above.
# Cc1ccc(S(=O)(=O)N(C)Cc2ccc(C(=O)N/N=C3\CC(=O)CC(C)(C)C3)cc2)cc1 – Diaph inh CS = 5
# NS(=O)(=O)c1ccc(N=Nc2c(=O)[nH]n3c(=O)c4c([nH]c23)CCCC4)cc1 – STAT1 act = 100
